Screening data: PubChem, The Scripps Research Institute Molecular Screening Center
proCasp3 act – activators of human procaspase-3 | P42574 | recombinant procaspase-3 D3A, Ac-DEVD-pNA absorbance 405 nm | activation, % at 8.5 µM | hit rate 0.11% among 330,000;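 active = activation above the mean of all tested compounds plus 3 SD, cut at about 21% in these data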;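 also: 0% = DMSO alone and 100% = DMSO wells spiked with extra 5 µM PC-3 D3A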
Target sequence (P42574 whole entry D9A/D28A/D175A): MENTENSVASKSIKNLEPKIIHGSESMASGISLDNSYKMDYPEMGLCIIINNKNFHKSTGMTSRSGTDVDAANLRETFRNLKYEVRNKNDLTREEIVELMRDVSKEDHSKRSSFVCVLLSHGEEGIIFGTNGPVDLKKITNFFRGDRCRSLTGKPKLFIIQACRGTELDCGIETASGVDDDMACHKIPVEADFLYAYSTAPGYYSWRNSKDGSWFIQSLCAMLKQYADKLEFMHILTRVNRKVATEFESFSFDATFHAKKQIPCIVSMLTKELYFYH
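Assay system – Procaspase-3 D3A mutant, all three cleavage aspartates alanine · Controls – DMSO-only low control, 5 µM PC-3 D3A high control · Schedule – 1 h compound preincubation, 2 h substrate hydrolysis at 25 °C · Signal – 405 nm absorbance of p-nitroaniline, reads at 0 and 120 min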
AHR activator – activators of human aryl hydrocarbon receptor | P35869 | AHR-responsive luciferase reporter cells, luminescence | activation, % at 5 µM | hit rate 2.5% among 320,000 | AID 2796; in the data active = activation above about 47%;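 also: 0% = vehicle wells and 100% = reference agonist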
proCasp7 act – counter-screen for procaspase-3 activators: activators of human procaspase-7 | P55210 | recombinant procaspase-7, Ac-DEVD-pNA absorbance 405 nm; D23A/D198A/D206A triple mutant, cannot self-cleave; scale: DMSO 0, 5 µM enzyme 100 | activation, % at 8.5 µM | hit rate 0.093% among 330,000;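 active = percent activation above the screen-wide mean plus 3 SD, cut at about 25% in these data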
Target sequence (P55210 whole entry D23A/D198A/D206A): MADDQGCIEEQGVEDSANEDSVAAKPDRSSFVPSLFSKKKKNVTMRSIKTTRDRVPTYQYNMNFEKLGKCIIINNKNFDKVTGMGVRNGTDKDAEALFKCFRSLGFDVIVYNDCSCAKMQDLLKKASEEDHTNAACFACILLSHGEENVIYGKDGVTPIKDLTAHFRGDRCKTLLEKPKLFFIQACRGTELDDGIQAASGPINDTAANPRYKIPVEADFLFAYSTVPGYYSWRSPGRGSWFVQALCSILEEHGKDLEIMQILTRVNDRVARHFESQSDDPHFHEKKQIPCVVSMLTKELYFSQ
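buffer or medium = Zinc-free HEPES/NaCl buffer, pH 7.4 | material = Procaspase-7 triple mutant (PC-7 D3A) | input = 2 µM procaspase-7 mutant as dispensed | signal = Epi-absorbance of released pNA at 405 nm, two timepoints | timing = 1 h preincubation, 2 h reaction | replicates = singlicate compound testing | evaluation = % activation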
* marks the source's active call; other numbers are inactive results. The list is partial, so the mix of outcomes need not match the whole.

(1) CCOC(=O)[C@H]1[C@H]2COc3ccc(OC)cc3[C@@H]2N2C(=O)c3cc(F)c(F)cc3NC(=O)[C@@]12C
(2) COc1ccccc1CNC(=O)c1cccc(-c2ccc(C)c3ccccc23)n1
(3) O=C(NCc1ccccc1)C1=C[C@@H](c2ccc(Br)cc2)C[C@@H](OCCCCO)O1
(4) COc1cc(-c2ccc3oc(-c4ccsc4)cc(=O)c3c2)cc(OC)c1OC
(5) Cc1noc(C)c1NC(=O)Nc1ccc2c(c1)CC(=O)N([C@@H](C)CO)C[C@@H](C)[C@@H](CN(C)C(=O)Nc1cccc3ccccc13)O2
(6) CCCCCCCCCCCCN1[C@@H](CC(=O)OC)c2cc(F)cc(F)c2S1(=O)=O
(7) CC(C)NC(=O)c1onc(CSc2ccc(F)cc2)c1C(=O)O
(8) CCCn1nc2cc(C(=O)NCc3ccc(C)cc3)ccc2c1OC
assay / entry	1	2	3	4	5	6	7	8
proCasp7 act	10	-2	7	0	-4	2	5	4
proCasp3 act	-3	5	6	5	1	10	-8	9
AHR activator	2	26	-2	-2	3	3	1	4

(9) CC(C)=CCC/C(C)=C/Cc1c(O)ccc(C(=O)/C=C/c2ccc(O)cc2)c1O
(10) Cc1ccccc1OCC(=O)NN1CCN(C)CC1
(11) C[C@H]1CN([C@@H](C)CO)C(=O)c2cccc(NC(=O)Nc3ccc(C(F)(F)F)cc3)c2O[C@H]1CN(C)C
(12) COc1ccc(S(=O)(=O)N(C)C[C@@H]2Oc3c(NS(=O)(=O)c4cn(C)cn4)cccc3C(=O)N([C@@H](C)CO)C[C@@H]2C)cc1
(13) COc1c(C)cc(Br)cc1C(=O)Nc1ccc(C)cc1[N+](=O)[O-]
(14) CC/C(=C\C1CCCCC1)C(NP(=O)(c1ccccc1)c1ccccc1)c1ccccc1 (stereo unspecified)
(15) CCCCCCCC(=O)Nc1cc(C(=O)NCCC)ccc1N1CCC2(CC1)CC(c1cccc(Br)c1)=NO2
(16) c1ccc2c(c1)OCCOCCOCCOCCOc1ccccc1OCCOCCOCCO2
assay / entry	9	10	11	12	13	14	15	16
proCasp7 act	-6	2	4	3	-4	-5	-10	10
proCasp3 act	0	5	-2	9	-7	7	5	6
AHR activator	-2	1	1	-1	-1	2	0	-1

(17) Cc1ccc(CNC(=O)C2CC(c3ccccc3C(F)(F)F)=NO2)o1 (stereo unspecified)
(18) O=C(Cc1ccc(-c2ccccc2)cc1)NC(c1ccccc1)c1ccccc1
(19) CN(CCO)c1cc(N2CCC3(CC2)OCCO3)c2nonc2c1[N+](=O)[O-]
(20) C[C@H](CO)N1C[C@H](C)[C@@H](CN(C)Cc2ccc3c(c2)OCO3)Oc2ccc(NS(C)(=O)=O)cc2C1=O
(21) C#CCNC(=O)C1=C[C@@H](c2coc3ccccc3c2=O)[C@H](CCCO)[C@@H](OCC)O1
(22) Cc1cc(Oc2cc(N)cc([N+](=O)[O-])c2)ccc1Cl
(23) C=C1CCN([C@@H](Cc2ccccc2)C(=O)NC2CCN(Cc3ccccc3)CC2)S(=O)(=O)c2ccccc21
(24) CCC/C=C(\CCC)C(NC(=O)CCc1ccccc1)c1ccc(C(F)(F)F)cc1 (stereo unspecified)
assay / entry	17	18	19	20	21	22	23	24
proCasp7 act	-7	-7	-16	16	-4	2	8	-5
proCasp3 act	4	-9	-5	6	0	-2	3	13
AHR activator	2	5	30	-1	0	-5	1	4

(25) CCOc1cccc(/C=N/Nc2ccc(S(=O)(=O)N(CC)CC)cn2)c1O
(26) C=CCC1(C(=O)N(C)Cc2ccccc2)CCN(C(=O)OC(C)(C)C)CC1
(27) COc1ccc(Cc2nc3ccccc3n2CC(=O)N/N=C/c2ccccc2)cc1OC
(28) Cc1nc(-c2ccc(Cl)cc2)sc1C1(C)CC(c2ccccc2Br)=NO1 (stereo unspecified)
(29) CC(=O)c1ccc(-c2csc(N3CCC(C(N)=O)CC3)n2)cc1
(30) CCOCCCn1c(SCc2nc3ccccc3s2)nc2ccccc2c1=O
(31) C[C@H]1CN([C@@H](C)CO)C(=O)Cc2cc(NC(=O)Cc3ccccc3)ccc2O[C@H]1CN(C)S(=O)(=O)c1cccs1
(32) O=C(O)c1ccc(-c2noc(-c3ccccc3F)n2)cc1
assay / entry	25	26	27	28	29	30	31	32
proCasp7 act	0	3	1	4	11	0	9	-2
proCasp3 act	11	7	2	9	1	-6	3	6
AHR activator	11	5	1	0	4	31	-1	-2

(33) O=C(CN1C(=O)NC(c2ccccc2)(c2ccccc2)C1=O)NCc1cccs1
(34) CC(C)c1ccc(S(=O)(=O)c2cc3cc(Br)ccc3oc2=O)cc1
(35) COCCNC(=O)c1onc(CSc2ccccc2)c1C(=O)O
(36) Cc1ccc(S(=O)(=O)N2CCC(=O)N(CCOCc3ccc(Cl)cc3)CC2)cc1
(37) COc1ccc(S(=O)(=O)Nc2ccc3c(c2)CC(=O)N([C@@H](C)CO)C[C@@H](C)[C@@H](CN(C)Cc2ccccc2)O3)cc1
(38) Cc1nc2ccc(Cl)cc2c(-c2ccccc2F)c1CC(=O)O
(39) C/C=C(\C)C(=O)NCCN1C2=NC[C@H](C(C)C)N2C[C@@H]1Cc1ccc(OC)cc1
(40) CS(=O)(=O)n1nc(OC(=O)c2cccs2)cc1N
assay / entry	33	34	35	36	37	38	39	40
proCasp7 act	-1	-13	0	8	8	8	2	-6
proCasp3 act	2	-5	0	6	2	12	7	3
AHR activator	0	-1	1	2	-1	13	1	2

(41) O=C(CNC(=O)C(c1ccccc1)c1ccccc1)N/N=C\c1ccc2c(c1)OCO2
(42) COc1ccc(S(=O)(=O)Nc2ccc3c(c2)C(=O)N([C@H](C)CO)C[C@H](C)[C@@H](CN(C)C(=O)NC2CCCCC2)O3)cc1
(43) CN(Cc1ccccc1)c1nc(CN2CCOCC2)nc2scc(-c3ccccc3)c12
(44) CC(CN(C)Cc1ccccc1)OC(=O)c1ccccc1F (stereo unspecified)
(45) C[C@@H]1CN([C@@H](C)CO)C(=O)c2cc(NC(=O)Nc3ccc4c(c3)OCO4)ccc2O[C@H]1CN(C)S(=O)(=O)c1ccc(F)cc1
(46) O=C(Cn1c(C(F)(F)F)nc2ccccc21)OCC(=O)c1c[nH]c2ccccc12
(47) COC(=O)[C@@H]1C[C@@H]2CC[C@@H](O)C[C@@H]2N1Cc1ccccc1OS(=O)(=O)c1ccc(C)cc1
(48) O=C(Cc1ccccc1)NCC(=O)OCC(=O)c1ccc([N+](=O)[O-])cc1
assay / entry	41	42	43	44	45	46	47	48
proCasp7 act	-5	5	-3	1	-11	0	-1	-22
proCasp3 act	5	7	7	2	-9	-7	-5	-18
AHR activator	5	-2	-2	-2	2	37	1	-1

(49) CN1CCN(C(=O)C2=C[C@@H](c3coc4ccccc4c3=O)C[C@@H](OCc3ccc(CO)cc3)O2)CC1
(50) CCc1cccc(C)c1NC(=O)COC(=O)Cc1ccsc1
(51) C=CCCC(=O)Nc1nc(C)c(-c2csc(Nc3ccc(Cl)cc3)n2)s1
(52) COc1ccc(COCCN2CCN(S(=O)(=O)c3ccc(C)cc3)CCC2=O)cc1
(53) C[C@H](CO)N1C[C@H](C)[C@@H](CN(C)S(=O)(=O)c2ccc(F)cc2)Oc2c(NC(=O)NC3CCCCC3)cccc2C1=O
(54) FC(F)Oc1ccc(-c2csc(=Nc3cccnc3)n2CC2CCCO2)cc1 (stereo unspecified)
(55) COCCN1C(=O)N[C@@H](c2cccs2)C(C(=O)OC)=C1C
(56) N[C@@H](Cc1ccc(O)cc1)c1nnc([C@H](CCC(=O)O)NC(=O)C2CCNCC2)o1
assay / entry	49	50	51	52	53	54	55	56
proCasp7 act	11	-1	-20	-5	2	0	10	7
proCasp3 act	8	9	-8	-8	0	7	9	5
AHR activator	2	0	57*	0	3	48*	-1	1

(57) CN(C)CCOc1ccc(-c2c(-c3ccccc3)sc3ccccc23)cc1
(58) CC(=O)N1N=C(c2ccc(Br)cc2)CC1c1cn(C)c2ccccc12 (stereo unspecified)
(59) C=CCOC(=O)C1=C[C@@H](c2csc3ccccc23)C[C@@H](OCc2ccc(CO)cc2)O1
(60) COc1cc2c(=O)c(-c3ccc(O)cc3)coc2cc1OC1OC(CO)C(O)C(O)C1O (stereo unspecified)
(61) CCO[C@H]1OC(C(N)=O)=C[C@@H](c2ccccc2)[C@@H]1CCCO
(62) Cc1ccccc1CN1[C@@H](Cc2ccccc2)COCCS1(=O)=O
(63) Cn1cnc(C(F)(F)F)c1-c1ccc([N+](=O)[O-])cc1
(64) C#CCOCCOCCOCCNc1nc(N2CCN(C(=O)[C@H](CCC(=O)O)n3cc(C(N)Cc4ccc(O)cc4)nn3)CC2)nc(N2CCN(C(=O)[C@H](CCC(=O)O)n3cc(C(N)Cc4ccc(O)cc4)nn3)CC2)n1 (stereo partly specified)
(65) O=C(C1=C[C@H](c2csc3ccccc23)C[C@H](OCCCCO)O1)N1CCN(Cc2ccccc2)CC1
assay / entry	57	58	59	60	61	62	63	64	65
proCasp7 act	-4	-50	-1	-10	-2	-11	-6	-6	5
proCasp3 act	-2	15	-6	0	2	3	-6	2	-4
AHR activator	-2	34	2	1	1	2	-1	0	4

Quoted from above, entries 48–65
(48) O=C(Cc1ccccc1)NCC(=O)OCC(=O)c1ccc([N+](=O)[O-])cc1
(49) CN1CCN(C(=O)C2=C[C@@H](c3coc4ccccc4c3=O)C[C@@H](OCc3ccc(CO)cc3)O2)CC1
(50) CCc1cccc(C)c1NC(=O)COC(=O)Cc1ccsc1
(51) C=CCCC(=O)Nc1nc(C)c(-c2csc(Nc3ccc(Cl)cc3)n2)s1
(52) COc1ccc(COCCN2CCN(S(=O)(=O)c3ccc(C)cc3)CCC2=O)cc1
(53) C[C@H](CO)N1C[C@H](C)[C@@H](CN(C)S(=O)(=O)c2ccc(F)cc2)Oc2c(NC(=O)NC3CCCCC3)cccc2C1=O
(54) FC(F)Oc1ccc(-c2csc(=Nc3cccnc3)n2CC2CCCO2)cc1 (stereo unspecified)
(55) COCCN1C(=O)N[C@@H](c2cccs2)C(C(=O)OC)=C1C
(56) N[C@@H](Cc1ccc(O)cc1)c1nnc([C@H](CCC(=O)O)NC(=O)C2CCNCC2)o1
(57) CN(C)CCOc1ccc(-c2c(-c3ccccc3)sc3ccccc23)cc1
assay / entry	48	49	50	51	52	53	54	55	56	57
proCasp7 act	-22	11	-1	-20	-5	2	0	10	7	-4
proCasp3 act	-18	8	9	-8	-8	0	7	9	5	-2
AHR activator	-1	2	0	57*	0	3	48*	-1	1	-2

(58) CC(=O)N1N=C(c2ccc(Br)cc2)CC1c1cn(C)c2ccccc12 (stereo unspecified)
(59) C=CCOC(=O)C1=C[C@@H](c2csc3ccccc23)C[C@@H](OCc2ccc(CO)cc2)O1
(60) COc1cc2c(=O)c(-c3ccc(O)cc3)coc2cc1OC1OC(CO)C(O)C(O)C1O (stereo unspecified)
(61) CCO[C@H]1OC(C(N)=O)=C[C@@H](c2ccccc2)[C@@H]1CCCO
(62) Cc1ccccc1CN1[C@@H](Cc2ccccc2)COCCS1(=O)=O
(63) Cn1cnc(C(F)(F)F)c1-c1ccc([N+](=O)[O-])cc1
(64) C#CCOCCOCCOCCNc1nc(N2CCN(C(=O)[C@H](CCC(=O)O)n3cc(C(N)Cc4ccc(O)cc4)nn3)CC2)nc(N2CCN(C(=O)[C@H](CCC(=O)O)n3cc(C(N)Cc4ccc(O)cc4)nn3)CC2)n1 (stereo partly specified)
(65) O=C(C1=C[C@H](c2csc3ccccc23)C[C@H](OCCCCO)O1)N1CCN(Cc2ccccc2)CC1
assay / entry	58	59	60	61	62	63	64	65
proCasp7 act	-50	-1	-10	-2	-11	-6	-6	5
proCasp3 act	15	-6	0	2	3	-6	2	-4
AHR activator	34	2	1	1	2	-1	0	4
